mcGAS MS inh = inhibitors of mouse cGAS | inhibition, % at 12.5 µM | Q8C6L5 | recombinant mouse cGAS, cGAMP by RapidFire MS | 130,000 compounds, 0.18% hits;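 active means inhibition of cGAS enzyme activity at or above 60%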;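 further: enzyme stimulated by 45 bp dsDNA with ATP and GTP substrates; cGAMP share of summed cGAMP plus half ATP and half GTP signals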
Target sequence (Q8C6L5 whole entry, looked up): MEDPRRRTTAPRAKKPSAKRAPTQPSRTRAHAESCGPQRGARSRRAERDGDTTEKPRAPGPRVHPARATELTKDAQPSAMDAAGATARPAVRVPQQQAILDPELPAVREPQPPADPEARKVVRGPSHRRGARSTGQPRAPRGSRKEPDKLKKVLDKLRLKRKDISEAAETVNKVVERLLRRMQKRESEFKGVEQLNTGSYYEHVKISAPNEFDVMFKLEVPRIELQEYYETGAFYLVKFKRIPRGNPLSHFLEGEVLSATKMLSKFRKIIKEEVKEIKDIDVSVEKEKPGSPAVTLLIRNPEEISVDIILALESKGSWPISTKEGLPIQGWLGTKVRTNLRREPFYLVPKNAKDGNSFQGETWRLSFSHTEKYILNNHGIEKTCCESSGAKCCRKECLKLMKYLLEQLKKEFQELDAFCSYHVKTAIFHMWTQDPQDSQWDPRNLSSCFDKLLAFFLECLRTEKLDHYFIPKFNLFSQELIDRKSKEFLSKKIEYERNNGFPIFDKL
The depositor's hits bear a star; & = joins results of further samples. These rows are one share of the data, so the mix of outcomes need not match the whole.

Start of the data: the first 3 records, to show the layout:
# | canonical_smiles | mcGAS MS inh
1 | O=C(Nc1ccnn1Cc1ccccc1)C1CCN(S(=O)(=O)c2ccc(F)c(F)c2)CC1 | -7
2 | Cc1cc(C)cc(NC(=O)CCC(=O)c2ccc3ccccc3c2)c1 | 1
3 | CSc1n[nH]c2nc3c(c(=O)n12)C1(CCCC1)Cc1ccccc1-3 | 2

Main list, repeating the preview:
# | canonical_smiles | mcGAS MS inh
1 | O=C(Nc1ccnn1Cc1ccccc1)C1CCN(S(=O)(=O)c2ccc(F)c(F)c2)CC1 | -7
2 | Cc1cc(C)cc(NC(=O)CCC(=O)c2ccc3ccccc3c2)c1 | 1
3 | CSc1n[nH]c2nc3c(c(=O)n12)C1(CCCC1)Cc1ccccc1-3 | 2
4 | CCCCn1c(C)cn2c3c(=O)n(C)c(=O)n(C)c3nc12 | -9
5 | O=C(O)c1cc(F)ccc1-c1cccc(C(F)(F)F)c1 | 1
6 | Cn1nccc1C(=O)N1CCCC1C(=O)Nc1cccc(-n2cccn2)c1 (stereo not drawn) | -7
7 | O=C(c1cc(-c2ccccc2F)on1)N1CCc2ccc(O)cc2C1 | -14
8 | Cc1nc(C)c(CS(=O)CC(=O)N(C)Cc2cccs2)s1 (stereo not drawn) | -15
9 | O=C(Nc1cc2c(cc1Cl)OCCCO2)C1CCCN(C(=O)Nc2ccccc2)C1 (stereo not drawn) | -3
10 | O=C(CNC(=O)C1CC1(c1ccccc1)c1ccccc1)NCc1ccc(O)c(O)c1 (stereo not drawn) | 10
11 | COc1ccc(F)c(CN2CCCC3(CCN(Cc4cccnc4)C3)C2=O)c1 (stereo not drawn) | -6
12 | COc1ccc(-c2nc(-n3c(C)c(C(C)=O)c(C(C)=O)c3C)sc2C)cc1OC | -4
13 | Cc1cc(O)c(C=O)c2c1C(=O)Oc1c(C)c(O)c3c(c1O2)C(O)OC3=O (stereo not drawn) | 85*
14 | O=S(=O)(c1ccc2c(c1)OCCCO2)N1CCN(c2ncc(Cl)cc2Cl)CC1 | -9
15 | Cc1cccnc1NC(=O)C(c1ccccc1)N1CCSCC1 (stereo not drawn) | -11
16 | COc1cccc(C(=O)NCC2CCCN(Cc3cccc4cccnc34)C2)c1OC (stereo not drawn) | -5
17 | OCc1csc(COc2ccc(Cl)cc2CNCc2cccc(C(F)(F)F)c2)n1 | -13
18 | O=C1N/C(=C/c2ccc(Br)cc2)C(O)=C1C=NCc1ccccc1 | -3
19 | Cn1cc(C(O)CNC(=O)Cc2ccc(-c3ccccc3)cc2)cn1 (stereo not drawn) | -13
20 | Cc1nc(-n2nc(-c3cccs3)cc2NC(=O)Cc2ccc(F)cc2)[nH]c(=O)c1C | -6
21 | NC(=O)C1CCN(C(=O)c2ccc(-c3cccc(Cl)c3Cl)o2)CC1 | 21
22 | CC12CN(NC=O)C3(C#N)CC1CCC23C (stereo not drawn) | 0
23 | S=c1nc[nH]c2cc(-c3ccc(Br)cc3)sc12 | -16
24 | Cc1ccc(OCC(O)CNC(=O)C2CCN(C(=O)N(C)C)CC2)c(C)c1 (stereo not drawn) | -8
25 | CC(=O)Nc1cc(NC(C)=O)cc(C(=O)Nc2ccc(C(C)(C)C)cc2)c1 | -7
26 | OCCSCCOc1cccc2c(OCCSCCO)cccc12 | -30
27 | Cc1cnc2n(c1=O)C(CC(=O)NCCc1ccccc1)CS2 (stereo not drawn) | -2
28 | Cc1cccc(S(=O)(=O)NCCNc2ccc(Nc3ccncc3)nn2)c1 | -8
29 | Cc1cnc(C(=O)NC2(c3ccccc3)CCOCC2)cn1 | 1
30 | Cc1ccccc1Nc1nnc(C)c2ccccc12 | 2
31 | CC1(C)Cc2ccccc2-c2nc3[nH][nH]c(=S)n3c(=O)c21 | 15
32 | Cc1cccc(C)c1OCC(C)NC(=O)N1CCC2(CC1)OCCO2 (stereo not drawn) | 3
33 | CN(Cc1cccs1)C(=O)CNc1cc(C(N)=O)c(F)cc1F | -6
34 | N#C/C(=C\c1cccc2c1OCCCO2)c1nc2cc(Cl)ccc2c(=O)[nH]1 | 13
35 | COc1ccc(N2CCN(C(CNC(=O)c3cccc([N+](=O)[O-])c3)c3ccco3)CC2)cc1 (stereo not drawn) | -7
36 | COc1ccc(-c2nnc3c4ccccc4nc(NCc4ccco4)n23)cc1 | -5
37 | CCCCCn1nc(C(=O)NC2(C)CCS(=O)(=O)C2)c2ccccc2c1=O (stereo not drawn) | -7
38 | O=C(NC(n1cnc2ccccc21)C(Cl)(Cl)Cl)c1ccccc1 (stereo not drawn) | 14
39 | CCC(=O)Nc1cccc(C(=O)NC(C)c2cn3ccsc3n2)c1 (stereo not drawn) | -21
40 | CC1(C)C/C(=N\O)C(C)(C)c2ccccc21 | -8
41 | CC(C)NS(=O)(=O)c1ccc(NC(=O)C23CC4CC(CC(Br)(C4)C2)C3)cc1 | -4
42 | Cc1ccn(CC(=O)N2CCCC(C(=O)c3ccc(-c4ccccc4)cc3)C2)n1 (stereo not drawn) | -6
43 | O=C(NCc1ccco1)C(C1CCCC1)N1CCN(C(=O)/C=C/c2ccccc2)CC1 (stereo not drawn) | -8
44 | CC1(C(=O)NS(=O)(=O)c2cccc(Cl)c2)CCN1C(=O)C1(c2ccc(Cl)cc2)CCC1 (stereo not drawn) | -10
45 | CNc1cncc(-c2ccccc2NC(C)=O)n1 | -12
46 | CCN(C)C(=O)c1ccc(C2CCCN2C(=O)CSc2nccn2C)s1 (stereo not drawn) | 2
47 | N=C1OC(c2ccccc2)CC1c1nc2ccccc2s1 (stereo not drawn) | 3
48 | c1ccc2c(c1)oc1c(N3CCCC3c3ccc4c(c3)OCCO4)ncnc12 (stereo not drawn) | -1
49 | CSCCCNc1ccc(-c2n[nH]c(C)n2)cc1 | 2
50 | CN(C)c1ccc(CNC(=O)Cn2ccc(=O)c3ccccc32)cc1 | -17
51 | CNS(=O)(=O)c1cccc(C(C)NCc2ccc(F)c(F)c2)c1 (stereo not drawn) | -15
52 | N#Cc1ccc(N2CCOC2=O)cc1 | -4
53 | Cc1c(=O)n(OCc2ccc(Cl)cc2)c2ccccc2[n+]1[O-] | 3
54 | COc1cc(NCCc2ccc(OC)c(O)c2)ncn1 | -1
55 | Cc1ccc(NCc2cccnc2N(C)Cc2ccccc2)nn1 | -13
56 | Cc1ccc(CN(CCN(C)C)C(=O)CCn2c(=O)oc3ccccc32)o1 | -2
57 | O=C(CCl)NCCCCCCCCCNC(=O)CCl | -10
58 | CC1(C)CC(=O)c2cnc3c([N+](=O)[O-])c(N)nn3c2C1 | -36
59 | COc1ccc(-c2ncc(CN3CCCC(CO)(Cc4ccccc4F)C3)cn2)cc1 (stereo not drawn) | 6
60 | COc1ccc(NC(=O)N2CCCC(C(=O)c3cccc(OC(C)C)c3)C2)cc1OC (stereo not drawn) | -2

Copied from the list:
CC1(C)CC(=O)c2cnc3c([N+](=O)[O-])c(N)nn3c2C1 | mcGAS MS inh = -36
CN(C)c1ccc(CNC(=O)Cn2ccc(=O)c3ccccc32)cc1 | mcGAS MS inh = -17
O=C(CCl)NCCCCCCCCCNC(=O)CCl | mcGAS MS inh = -10
CSCCCNc1ccc(-c2n[nH]c(C)n2)cc1 | mcGAS MS inh = 2
N#Cc1ccc(N2CCOC2=O)cc1 | mcGAS MS inh = -4
Cc1c(=O)n(OCc2ccc(Cl)cc2)c2ccccc2[n+]1[O-] | mcGAS MS inh = 3
COc1ccc(-c2ncc(CN3CCCC(CO)(Cc4ccccc4F)C3)cn2)cc1 (stereo not drawn) | mcGAS MS inh = 6

(further entries)
# | canonical_smiles | mcGAS MS inh
61 | COc1cc(C(=O)N2CCN(C(=O)NC3CCCC3)CC2)ccc1C | -8
62 | COCCN1C(=O)COCc2cc(-c3cc(F)cc(F)c3)ccc21 | 2
63 | COc1cccc(-c2cc(CC3(O)CCN(Cc4nccn4C)CC3)on2)c1 | -6
64 | Cc1cccc(N(C)c2cc(N3CCNCC3)ncn2)c1 | -7
65 | Cc1[nH]c2c(C(=O)O)cccc2c1C | 2
66 | N#Cc1ccc(C2CC(c3ccc(Cl)cc3)=Nc3ncnn32)cc1 (stereo not drawn) | -5&14
67 | COc1cc(Cl)c(C)cc1NC(=O)C(C#N)C(=O)CCc1cnn(C)c1 (stereo not drawn) | -6
68 | O=C(NCc1ccc(C(F)(F)F)c(F)c1)c1ccc(=O)[nH]c1 | -7
69 | CN1CCN(n2ccc3c(nnc4c(-c5ccccc5)cnn43)c2=O)CC1 | -4
70 | N=C1SC2CS(=O)(=O)CC2N1N=Cc1ccccc1 (stereo not drawn) | -18
71 | CC1CCc2c(sc3ncnc(NCC(c4ccccc4)N(C)C)c23)C1 (stereo not drawn) | -9
72 | CCn1nc(C)c2cnn(-c3ccccc3)c2c1=O | -7
73 | C=CCNC(=O)Cn1cnc2c(nnn2CC)c1=O | -2
74 | CCOC(=O)Cn1c(=NC(=O)c2cc(C)n(CC)n2)sc2cc3c(cc21)OCO3 | 8
75 | Cc1nc(NCCNC(=O)COc2ccc(Cl)cc2)cc(N2CCCC2)n1 | -9
76 | O=C(Cn1nc(-c2ccc(F)cc2)oc1=O)NCc1cccc(Cl)c1 | -1
77 | Cc1ccc(C)c(N2CCn3c2nc2c3c(=O)n(CCCO)c(=O)n2C)c1 | -4
78 | CN(C(=O)c1n[nH]c(=O)c2ccccc12)c1ccccc1 | -5
79 | COc1ccc(OC)c2[nH]c(C(=O)NCCC(=O)O)cc12 | 4
80 | CCn1cnnc1CCNC(=O)C1COc2ccccc2O1 (stereo not drawn) | -10
81 | NS(=O)(=O)c1ccc(NN=C2CCCCC2C2CCCCC2)c([N+](=O)[O-])c1 (stereo not drawn) | -4
82 | c1ccc(CC2c3nc[nH]c3CCN2Cc2ccc(-c3ccn[nH]3)o2)cc1 (stereo not drawn) | 3
83 | Cc1cc(C)n(C(C[N+](=O)[O-])c2ccc(Cl)cc2)n1 (stereo not drawn) | 13
84 | CC=CCn1c(SC)nc2c1c(=O)[nH]c(=O)n2C | -16
85 | COC(=O)[C@@H](NCc1cn[nH]c1-c1ccc(F)cc1)c1ccccc1 | -2
86 | O=C(c1ccc(-c2ccsc2)nc1)N1CCCN(C2CCCCC2)CC1 | -21
87 | CCCCC(NC(=O)c1c(O)cccc1O)c1cccnc1 (stereo not drawn) | -30
88 | COC(=O)c1ccc(Cn2cc(/C=C\[N+](=O)[O-])c3ccccc32)o1 | 7
89 | C=CCNC(=S)N1CCCc2ccccc21 | -9
90 | CC(=O)N[C@H]1CCN(C(=O)c2cccc(CC3CCNCC3)c2)C1 | 1
91 | Cc1cc(C)n(Cc2nc(-c3sccc3C)oc2C)n1 | -18
92 | CC(C)C(NC(=O)C1CCN(S(=O)(=O)c2ccc3c(c2)OCCO3)CC1)c1ccccc1 (stereo not drawn) | 3
93 | CCN(Cc1ccco1)S(=O)(=O)c1ccc2c(c1)CCO2 | -1
94 | CCc1nccn1CCC(=O)N1CCc2c(nc(C)nc2N2CCCC2)C1 | -10
95 | CC(C)c1cc(C2CCCN2C(=O)c2ccc(-n3cnnc3)cc2)no1 (stereo not drawn) | 0
96 | CC(=O)c1ccc(N(C)C)cc1OCc1ccccc1F | 3

A second format for some results above.
[96] CC(=O)c1ccc(N(C)C)cc1OCc1ccccc1F
  mcGAS MS inh: 3
[87] CCCCC(NC(=O)c1c(O)cccc1O)c1cccnc1 (stereo not drawn)
  mcGAS MS inh: -30
[86] O=C(c1ccc(-c2ccsc2)nc1)N1CCCN(C2CCCCC2)CC1
  mcGAS MS inh: -21
[95] CC(C)c1cc(C2CCCN2C(=O)c2ccc(-n3cnnc3)cc2)no1 (stereo not drawn)
  mcGAS MS inh: 0

(list continues)
# | canonical_smiles | mcGAS MS inh
97 | O=C(NCC1CN(c2ccc3c(c2)OCO3)C(=O)O1)C1CC1 (stereo not drawn) | -24
98 | O=C(Nc1ccc(Oc2ccccc2F)cc1)C1CCN(CCCn2cccn2)CC1 | -2
99 | O=C1NC(=NC2CCCC2)SC1=Cc1cc([N+](=O)[O-])ccc1N1CCCC1 | -2
100 | Cc1ccn2c(=O)c(NC(=O)CC3CCCC3)c(C)nc2c1 | -14
101 | O=C1CCCc2c1cnn2-c1nc2ccccc2s1 | -10
102 | C1=CCC(c2cn(Cc3nc(-c4ccccc4)n[nH]3)nn2)CC1 (stereo not drawn) | -7
103 | Cc1nn(C(C)C)c(C)c1CN1CCC(c2cc(C(C)C)n[nH]2)CC1 | -19
104 | Cc1ccn(C(=O)c2ccc(NC(=O)C3CC3)cc2)n1 | -5
105 | O=C(NCc1ccc(Cl)cc1)c1scnc1Cl | -11
106 | O=C(c1ccc2ncsc2c1)N(CCN1CCOCC1)c1nc2ccc(F)cc2s1 | -4
107 | Cc1cc(O)c(C(c2ccccc2)N2CCN(CCO)CC2)c(=O)n1Cc1cccnc1 (stereo not drawn) | 1
108 | C[C@@H]1CC[C@@]23CCC4(C)[C@@](C=CC5[C@@]6(C)CC[C@H](O)C(C)(C)C6CC[C@]54C)(OC2=O)C3[C@H]1C (stereo partly drawn) | -16
109 | CN(C)S(=O)(=O)N1CCC(Oc2cccc(C(=O)N3C[C@H]4CC[C@H]3C4)c2)CC1 | -6
110 | C=CCn1c(=O)c2c(nc3n(CCC)c(C)cn23)n(C)c1=O | -4
111 | c1cncc(-c2nc(Sc3nnc(NC4CC4)s3)c3ccccc3n2)c1 | -6
112 | CNCCCOc1cc(OC)cc(OC)c1 | -5
113 | Cc1c(C(=O)N(C)C2CCCCC2)sc2nc3ccc(N)cc3n12 | 3
114 | C/C(=N\N=C(N)c1cncc(Cl)n1)c1cccs1 | -8
115 | CC(C)c1ccc(NC2CCCN(C(=O)c3cccc(N4CCOCC4)c3)C2)cc1 (stereo not drawn) | -7
116 | O=C(O)c1cc(=O)c2c(OCC(O)COc3cccc4oc(C(=O)O)cc(=O)c34)cccc2o1 | -6&-4&-3
117 | CCc1c(C)cc(C(=O)N2CCC3(CN(C)C(=O)O3)C2)c(=O)n1C (stereo not drawn) | -18
118 | CN(CCC(=O)Nc1cc(S(=O)(=O)N(C)C)ccc1Cl)Cc1ccco1 | -4
119 | CN(Cc1ccccc1)C(=O)CCC1CCN(C(=O)CCC(F)(F)F)CC1 | 2
120 | CCc1ccc(OC)c(S(=O)(=O)n2cc(C)nc2CC)c1 | -10
121 | CCOc1ccccc1NC(=O)COC(=O)C1CC(=O)N(c2cccc(C)c2C)C1 (stereo not drawn) | -6
122 | CC(C)CN1CCC1(C)C(=O)NCCc1cccs1 (stereo not drawn) | -8
123 | Cc1cccnc1NC(=O)C1CCCN(c2c(F)cc(C#N)cc2F)C1 (stereo not drawn) | 9

Compound activity deposited in PubChem BioAssay by Fisher Drug Discovery Resource Center.
